Assay outcomes: PubChem, National Center for Advancing Translational Sciences (NCATS)
AMA1 RON2 block = disrupts binding of P. falciparum AMA1 to RON2. AlphaScreen AMA1-biotinylated RON2 peptide binding. Potency, µM (titrated, usually from 58.2 µM), without a hit: top-dose activity change, negative = inhibition, actives largely listed as inhibitors. 0.2% of 360,000 active;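 further: potency means the concentration at half of the fitted maximal effect; 0% = vehicle wells and -100% = peptide control; nearly all actives have a fitted effect of over 45% in size; some results filed as inactive show a strong effect at the top dose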
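AMA1 (3D7) with his tag at 25 nM final met compounds first, then biotinylated RON2 peptide at 25 nM; detection used donor plus acceptor beads, 10 µg/mL apiece, read by AlphaScreen after 30 min at room temperature.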
HCMV antiviral = human cytomegalovirus inhibition; HFF cells, HCMV-luciferase reporter, 72 h; stronger effect = lower value; 4.5% of 410,000 active; activity change, negative = inhibition, % at 57.5 µM; AID 1259415; in the data active means activity change below about -60%; inconclusive means no clear call, values can overlap the other calls; inactive means above about -39%
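After 16 h attachment at 37C, HFF cells received test compound and HCMV-luciferase (1 PFU/cell); reporter luminescence read 72 h later, data normalized against buffer-only and known inhibitor Salinomycin.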
FBPA Giardia inh = inhibitors of Giardia lamblia fructose-1,6-bisphosphate aldolase; purified Giardia FBPA; Potency, µM (doses to about 59.6 µM), for inactives: top-dose activity, negative = inhibition, usual class: inhibitors; 0.71% of 290,000 active; further: potency means the concentration at half of the fitted maximal effect; nearly all actives have a fitted effect of over 55% in size
Target sequence (A8B2U2 whole entry, looked up): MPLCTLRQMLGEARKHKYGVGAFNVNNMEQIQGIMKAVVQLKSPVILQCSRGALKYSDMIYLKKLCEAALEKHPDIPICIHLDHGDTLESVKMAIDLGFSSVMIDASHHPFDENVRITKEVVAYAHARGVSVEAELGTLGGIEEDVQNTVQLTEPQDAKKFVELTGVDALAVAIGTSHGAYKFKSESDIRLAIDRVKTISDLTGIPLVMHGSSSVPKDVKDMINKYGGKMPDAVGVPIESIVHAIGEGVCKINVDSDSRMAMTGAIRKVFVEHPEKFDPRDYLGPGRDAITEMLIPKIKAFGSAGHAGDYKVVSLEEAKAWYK
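Giardia FBPA (40 nM reagent) was preincubated 10 min at RT with compound (up to 57.5 uM final), then substrate plus GAPDH/TPI/NAD/arsenate coupling system with diaphorase/resazurin was added; resorufin fluorescence (525/598 nm) was read after 20 min.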
HCV inhibitor = HCV inhibition; Huh7.5.1 HCVcc-Cre infection, luciferase reporter, 44 h; Potency, µM (titrated, usually from 41.8 µM), for inactives: at the top dose activity change, negative = inhibition, most hits filed as inhibitors; 3.4% of 340,000 active; further: potency means the concentration at half of the fitted maximal effect
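A cell-based infection assay in which seeded cells (1,000 per well) receive test compound after 4 h, are inoculated with HCVcc-Cre at approximately 0.5 moi, and are incubated 44 h before luminescence detection.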
AmpC detergent = AmpC beta-lactamase inhibition with detergent present; Potency, µM (doses to about 114 µM), inactives show at the top dose activity change, negative = inhibition, usual class: inhibitors; AmpC hydrolysis of nitrocefin, absorbance 480 nm, 0.01% Triton; 0.041% of 370,000 active; P00811;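 further: potency means the concentration at half of the fitted maximal effect; 0% = no-compound wells and -100% = no-enzyme wells; nearly all actives have a fitted effect of over 25% in size; some results filed as inactive show a strong effect at the top dose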
Target sequence (P00811 whole entry, looked up): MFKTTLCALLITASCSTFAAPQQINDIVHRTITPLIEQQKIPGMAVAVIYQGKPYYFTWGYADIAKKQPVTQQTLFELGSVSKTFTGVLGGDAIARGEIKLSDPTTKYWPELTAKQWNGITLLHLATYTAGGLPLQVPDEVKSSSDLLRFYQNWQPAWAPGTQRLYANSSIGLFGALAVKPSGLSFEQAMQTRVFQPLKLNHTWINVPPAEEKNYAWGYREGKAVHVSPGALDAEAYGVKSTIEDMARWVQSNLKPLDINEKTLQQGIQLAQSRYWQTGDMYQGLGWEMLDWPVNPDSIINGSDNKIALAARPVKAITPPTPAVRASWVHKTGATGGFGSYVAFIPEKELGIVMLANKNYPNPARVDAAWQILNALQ
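AmpC (5.3 nM in the dispensed reagent) in 20 mM phosphate pH 7.0 with 0.01% (detergent screen) or 0.0001% Triton X-100 was preincubated with compounds for 15 min at room temperature. Nitrocefin was then added from an 800 uM solution, and hydrolysis was followed at 480 nm.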
Sm TGR inh = blocks Schistosoma mansoni thioredoxin glutathione reductase | Q962Y6 | purified TGR, DTNB reduction, TNB absorbance 405 nm | Potency, µM (top dose mostly 114 µM), inactives show top-dose activity change, negative = inhibition, most hits filed as inhibitors | 3% of 360,000 active | AID 485364; further: potency means the concentration at half of the fitted maximal effect; nearly all actives have a fitted effect of over 60% in size
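TGR 20 nM + NADPH 100 uM (dispensed conc.), cpd preinc 15 min RT; start with NADPH (500 uM addition) then DTNB (15 mM addition). Kinetic TNB absorbance, 405 nm filter. Four-parameter Hill fit across titration.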
Numbers without * were called inactive; ? = inconclusive; · = not tested or not shown; & = joins results of further samples; [ ] = remark or other dose. Unless noted, the call rests on the fitted dose curve; in most records, active means well fitted curve in the direction sought with a large enough effect; inconclusive means small, poorly fitted or top-dose-only effect, or another doubt; inactive means no such curve, though single readings can be large; an effect the other way counts as inactive or inconclusive. Unless noted, on the % scale 0 is the no-effect control and ±100 the full control effect.

Every second line gives: AMA1 RON2 block	HCMV antiviral	FBPA Giardia inh	HCV inhibitor	AmpC detergent	Sm TGR inh
[1] CCOC(=O)C1(CCOc2ccccc2)CCN(Cc2cc(OC)ccc2OC)CC1
    -12%	?	-5%	?	?	-10%
[2] Nc1nnc(CSCc2ccc(Cl)cc2)s1
    3%	-10	-5%	-4%	?	-3%
[3] CCOc1ccc(N2CC(C(=O)Nc3cccc(S(=O)(=O)NC4=NCCC4)c3)CC2=O)cc1 (stereo not given)
    -5%	-22	0%	6%	1%	8%
[4] COc1ccc(S(=O)(=O)N2CCC(C(=O)NC3CC3)CC2)cc1C
    15%	17	2%	19%	-4%	1%
[5] N#C/C(=C\c1ccc(-c2cccc([N+](=O)[O-])c2)o1)c1nnc(N2CCOCC2)n1-c1ccccc1
    ·	-27	-27%	·	-5%	·
[6] CCCCn1c(=O)c(C(=O)Nc2cccc(C)c2)c(O)c2ccccc21
    22%	?	-3%	?	-10%	-5%
[7] CC(NCC(=O)Nc1cc(S(=O)(=O)N2CCOCC2)ccc1Cl)c1ccc(Cl)cc1Cl (stereo not given)
    -8%	-15	·	?	?	5%
[8] O=C(C(Br)=Cc1ccccc1)c1ccccc1
    13%	-83*	·	?	·	·
[9] CCOc1ccc(NC(=O)CCC(=O)NNC(=O)COc2ccc(C)cc2Br)cc1
    61%[activator]	59	·	-9%	1%	-8%
[10] COc1ccc(C)cc1-n1nnc(-c2nc(-c3ccccc3Cl)no2)c1N
    ·	-1	·	·	-5%	-6%
[11] CC(=O)c1cccc(NC(=O)C2C(c3ccccc3)C2(Cl)Cl)c1 (stereo not given)
    3%	-33	-6%	-12%	?	-9%
[12] COc1ccc(NC(=O)Nc2ccc3nonc3c2)cc1
    6%	-11	-16%	1%	4%	9%
[13] O=C(O)CCNS(=O)(=O)c1cccc2nsnc12
    -4%	-34	·	12%	?	-3%
[14] CCOc1ccccc1NC(=O)CN(C)S(=O)(=O)c1ccc2nc(C)sc2c1
    ·	4	·	·	-1%	-4%
[15] Clc1ccc(C(c2nnnn2C2CCCCC2)N(Cc2cccnc2)Cc2ccco2)cc1 (stereo not given)
    -2%	-1	-10%	20%&4%	-15%	-14%
[16] O=C(COc1ccccc1[N+](=O)[O-])N1CCN(S(=O)(=O)c2ccccc2)CC1
    4%	?	4%	1%	0%	5%
[17] O=C(NCCCO)C(=O)c1c(-c2ccccc2)cc2ccccn12
    -3%	-3	6%	3%	3%	4%
[18] Cc1csc2nc(CNS(=O)(=O)N(C)C)cn12
    38%[activator]	53	-2%	19%	-18%	-16%
[19] CC(c1ccccc1)C1CC(=O)N(C2CCCCC2)C1=O (stereo not given)
    -2%	83	2%	6%	?	7%
[20] O=C(c1n[nH]c2ccccc12)N1CCN(S(=O)(=O)c2ccccc2)CC1
    -9%	-19	·	12%	-10%	-9%
[21] Cc1ccc(S(=O)(=O)NCCCCC(NC(=O)OC(C)(C)C)C(=O)O)cc1 (stereo not given) (tested in a mixture with another compound)
    0%	3	2%	-16%&-6%	?	-9%
[22] CSc1ccc(S(=O)(=O)NCC(=O)OCC(=O)NCc2ccco2)cc1[N+](=O)[O-]
    8%	0	·	?	-18%	-22%
[23] COC(=O)c1cc(S(=O)(=O)NCc2cccc(OC)c2)cn1C
    -4%	1	-1%	4%	-6%	-2%
[24] CC1=C(C(=O)OCc2ccccc2)C(c2ccccc2OS(=O)(=O)c2ccc(C)cc2)NC(=O)N1CCCC(=O)O (stereo not given)
    -7%	-1	·	14%	·	·
[25] COc1cc(/C=N/NC(=O)C2c3ccccc3Oc3ccccc32)ccc1O
    10%	-19	4%	-18%	-15%	-5%
[26] CN1CCN(C(=S)SCC(=O)Nc2ccc(Cl)cc2C(=O)c2ccccc2)CC1
    ?	?	0%	?	-12%	-12%
[27] COc1cccc(NC(=O)Cn2nnc(-c3nc(-c4ccccc4)no3)c2N)c1
    ·	-8	·	·	-10%	7%
[28] O=c1[nH]c2cc3c(cc2cc1C(c1nnnn1CC1CCCO1)N1CCCCCC1)OCCO3 (stereo not given)
    0%	-15	-20%	18%	1%	32µM*
[29] COc1ccc(-c2cc3c(=O)n(CC(=O)N4CCCC4)ncn3n2)cc1
    -5%	18	·	7%	-8%	-11%
[30] COc1ccccc1-c1nc2ccccc2nc1-c1ccccc1
    1%	-63*	-2%	-19%	-15%	-5%
[31] COc1ccccc1NC(=O)CSc1nc2ccccc2c2nc(-c3ccccc3)nn12
    ·	-14	·	·	10%	7%
[32] CCOC(=O)c1c(C)[nH]c(C(=O)COC(=O)C23CC4CC(CC(Cl)(C4)C2)C3)c1C
    -26%	-16	-12%	-21%	1%	6%
[33] CS(=O)(=O)CCC(C(=O)N1CCOCC1)N1C(=O)c2cc(Cl)c(Cl)cc2C1=O (stereo not given)
    -6%	37	-2%	1%	?	-12%
[34] COC(=O)c1c(C)noc1-c1cc(C)on1
    -3%	65	5%	11%	-5%	7%
[35] CCOC(=O)C1=C(C)N=c2s/c(=C3/C(=O)Nc4ccccc43)c(=O)n2C1c1ccc(C)cc1 (stereo not given)
    30%[activator]	37	-7%	-9%	1%	20µM*
[36] CCOc1ccc(CC(=O)OCn2nnc3ccccc3c2=O)cc1
    40%[activator]	-10	-2%	-2%	-3%	10%
[37] CCOC(=O)c1c(CSc2nc(C)cc(C)c2C#N)n(C)c2cc(Br)c(OC(C)=O)cc12
    4%	-94*	4%	?	-10%	5%
[38] Cn1cnnc1SCC(=O)n1c2ccccc2c2ccccc21
    -2%	5	-2%	3%	5%	4%
[39] CS(=O)(=O)N1CCC(C(=O)N2CCc3ccccc3C2)CC1
    -8%	26	1%	12%	1%	12%
[40] COC(=O)CN1CC(=O)N(c2ccccc2)C1=S
    -2%	43	-30%	28%	-5%	-4%
[41] Cc1ccc(-n2c(O)c(C=Nc3ccccc3N)c(=O)[nH]c2=O)cc1C
    28%	21	23%	4%	-11%	?
[42] COc1ncnc2c1NC(=O)CS2
    12%	-7	5%	12%	?	4%
[43] Cn1ccc(C(=O)Nc2ccc3c(c2)OCCO3)n1
    -9%	11	-3%	15%	2%	4%
[44] COc1ccc(CCc2cc(OC)c(OC)c(OC)c2)cc1
    17%	?	·	-7%	·	·
[45] COc1ccc(C2NC(=O)CCC2[N+](=O)[O-])c(OC)c1 (stereo not given)
    -4%	-19	0%	16%	5%	?
[46] COc1ccc(-c2ccc(=O)[nH]n2)cc1
    -1%	93	-4%	·	-1%	-28%
[47] COc1cc(S(=O)(=O)NCCCn2ccnc2)ccc1Cl
    -2%	-16	0%	6%	-7%	0%
[48] CCCC12CN3CC(C)(CN(C1)C3c1ccc(OC)cc1)C2=O (stereo not given)
    -4%	-15	-7%	4%	?	-3%
[49] O=C(CN1CCOCC1)Nc1ccc(F)cc1
    -3%	-11	-5%	2%	-5%	-4%
[50] COCCCNC(=O)c1ccc(OC)c(OC2CCN(C(C)C)CC2)c1
    22%	30	5%	22µM*	-23%	6%

Next structures:
Every second line gives: AMA1 RON2 block	HCMV antiviral	FBPA Giardia inh	HCV inhibitor	AmpC detergent	Sm TGR inh
[51] CCCN1CC=C2C(C#N)=C(N)C(C#N)(C#N)C(c3cc(OC)ccc3OC)C2C1 (stereo not given)
    44%[activator]	12	-11%	-17%	-1%	?
[52] CC(=O)N/C(=C/c1ccc(OS(=O)(=O)c2ccc(C)cc2)cc1)C(=O)NCCO
    18%	-21	10%	3%	-1%	3%
[53] C=C1C(C(=O)Nc2ccc(OC)cc2)C1C(=O)Nc1ccc(OC)cc1 (stereo not given)
    -5%	-35	2%	?	6%	-27%
[54] Cc1ccccc1C(=O)NC(=S)Nc1ccc(Cc2ccncc2)cc1
    8%	-36	-5%	3%	-1%	-19%
[55] O=C(NC1CCN(C(=S)NCc2ccco2)CC1)C1CCCCC1
    -4%	10	0%	11%	7%	-3%
[56] COc1ccccc1CNC(=O)COC(=O)C12CC3CC(CC(O)(C3)C1)C2
    1%	0	·	7%	5%	-5%
[57] COc1ccc(CNC(=O)C[C@H]2C[C@H](C(=O)N3CCOCC3)[C@@]3(C)c4[nH]c5cc(-c6ccco6)ccc5c4CCN3C2=O)cc1OC
    -28%	-10	·	-2%	·	·
[58] O=C(NCCC(=O)N1CCC2(CC1)NCCc1[nH]cnc12)c1ccc(Br)cc1
    2%	28	·	2%	4%	2%
[59] COc1ccccc1OCC(=O)Nc1cc(C(F)(F)F)ccc1-n1cncn1
    2%	-30	·	-8%	-13%	0%
[60] CN(C(=O)c1ccccn1)c1nnc(-c2cccnc2)s1
    43%[activator]	7	-8%	-12%	?	-12%
[61] CC(C)Oc1ccc(CSc2nnc3n(C)c(=O)c4c5c(sc4n23)CCCC5)cc1
    0%	-32	·	?	·	·
[62] NC(=O)CC(NC(=O)Cc1ccc(Br)cc1)c1ccc(NCCc2ccc(F)cc2)c([N+](=O)[O-])c1 (stereo not given)
    1%	-5	4%	-4%	6%	1%
[63] COc1ccc(-c2noc(CN(C)C(=O)CCN3C(=O)[C@H]4CC=CC[C@H]4C3=O)n2)cc1
    0%	-8	·	?	1%	1%
[64] COc1ccccc1NC(=O)CCCCC(=O)Nc1ccccc1OC
    3%	-18	-9%	12%	?	0%
[65] CCCCn1cnc2sc(-c3ccccc3)cc2c1=O
    -24%	54	2%	?	-1%	12%
[66] CN1CCN(C(=O)c2ccccc2N(Cc2ccccc2)S(=O)(=O)c2ccccc2)CC1
    2%	-2	0%	-7%	-3%	-7%
[67] CCCN(CC(=O)Nc1ccccc1C)C(=O)COc1ccc2c(c1)CCC2
    136%[activator]	0	·	-25%	-4%	-14%
[68] CCC(=O)NC(=S)Nc1ccc(N2CCOCC2)cc1
    3%	57	10%	2%	1%	0%
[69] COC(=O)c1c(NC(=O)COC(=O)CNC(=O)c2ccco2)sc(C)c1C
    8%	-14	1%	?	?	6%
[70] CCCOc1ccc(C(=O)NCC(C)(C)N2CCOCC2)cc1
    5%	23	0%	10%	-15%	0%

Laid out differently: results already given.
[51] CCCN1CC=C2C(C#N)=C(N)C(C#N)(C#N)C(c3cc(OC)ccc3OC)C2C1 (stereo not given)
  AMA1 RON2 block: 44%[activator]	HCMV antiviral: 12	FBPA Giardia inh: -11%	HCV inhibitor: -17%	AmpC detergent: -1%	Sm TGR inh: ?

[52] CC(=O)N/C(=C/c1ccc(OS(=O)(=O)c2ccc(C)cc2)cc1)C(=O)NCCO
  AMA1 RON2 block: 18%	HCMV antiviral: -21	FBPA Giardia inh: 10%	HCV inhibitor: 3%	AmpC detergent: -1%	Sm TGR inh: 3%

By substructure, the entries above containing a COOH group.
Every second line gives: AMA1 RON2 block	HCMV antiviral	FBPA Giardia inh	HCV inhibitor	AmpC detergent	Sm TGR inh
[13] O=C(O)CCNS(=O)(=O)c1cccc2nsnc12
    -4%	-34	·	12%	?	-3%
[21] Cc1ccc(S(=O)(=O)NCCCCC(NC(=O)OC(C)(C)C)C(=O)O)cc1 (stereo not given) (tested in a mixture with another compound)
    0%	3	2%	-16%&-6%	?	-9%
[24] CC1=C(C(=O)OCc2ccccc2)C(c2ccccc2OS(=O)(=O)c2ccc(C)cc2)NC(=O)N1CCCC(=O)O (stereo not given)
    -7%	-1	·	14%	·	·

Rows are unselected. About 9.3% of those tested had a hit in this group.
